Source: PubChem BioAssay
hK5 inh = kallikrein 5 (human) inhibition. inhibition, % at 5 µM. 210,000 tested, 0.59% active. Q9Y337. recombinant hK5, fluorogenic AMC substrate cleavage;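 active = inhibition of 40% or more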;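 also: 0% = enzyme controls without compound and 100% = no-enzyme blanks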
Target sequence (Q9Y337 67-293 limits assumed): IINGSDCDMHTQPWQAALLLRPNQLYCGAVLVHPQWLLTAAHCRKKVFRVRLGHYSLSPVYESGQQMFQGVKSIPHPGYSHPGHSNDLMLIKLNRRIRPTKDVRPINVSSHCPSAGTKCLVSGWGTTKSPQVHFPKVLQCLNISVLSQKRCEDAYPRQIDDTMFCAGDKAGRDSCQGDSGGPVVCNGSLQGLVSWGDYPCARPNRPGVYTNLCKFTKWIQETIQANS
Rad51 HR inh = blocks human Rad51 in homologous recombination | Q06609 | hRad51 DNA strand exchange, fluorescence dequenching | 200,000 tested, 0.085% active | inhibition, % at 10 µM;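 active = inhibition above 40% at the single screening dose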;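 also: 0% = DMSO control wells and 100% = blanks with heterologous ssDNA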
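Test system: preformed human Rad51 ssDNA filaments; also added: Donor/quencher-labelled 47-bp dsDNA substrate; doses: 10 µM final, single point; times: 37 °C 15-min filament assembly, 30-min compound preincubation, 15-min exchange; detection: FRET fluorescence dequenching, excitation 485 nm, emission 520 nm; read-out basis: Fluorescence-based percent inhibition, control- and blank-normalised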
thrombin 1536 = inhibitors of human thrombin; alpha-thrombin, Boc-VPR-AMC fluorogenic substrate cleavage; inhibition, % at 5 µM; 220,000 tested, 0.26% active; AID 1046;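 active = inhibition at or above 40%; inactive = inhibition below 40%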;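 also: 0% = enzyme with no compound and 100% = wells without enzyme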
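Test system: human alpha-thrombin; medium: pH 7.5 Tris-saline with Tween 20; times: reaction at room temperature; signal: AMC fluorescence at 355 nm excitation and 460 nm emission; also added: Boc-VPR-AMC substrate, 15 µM final; dosing: one concentration per compound, 5 µM, with 0.2% DMSO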
PERK inhibitor = blocks human PERK kinase; Q9NZJ5; inhibition, % at 5.6 µM; 220,000 tested, 0.17% active; CHO PERK-DD fusion, SEAP luminescence translation reporter; AID 1416;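 active = inhibition above the mean inhibition of all tested compounds plus 3 SD, set separately per screening campaign, cut at about 2.9% in these data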;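 also: PERK kinase domain activated by AP20187 dimerizer at 100 nM; 0% = DMSO with dimerizer and 100% = rapamycin at 8.4 µM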
Calpain2 inh = calpain II (pig) inhibition. inhibition, % at 16 µM. 220,000 tested, 0.37% active. purified calpain II, fluorogenic peptide substrate, 30 min;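 active = inhibition above about 50%, limit read from the data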
FXIIa inh 1536 = factor XIIa (human) inhibition; purified FXIIa, Boc-QGR-AMC fluorogenic substrate, 2 h; inhibition, % at 5 µM; 220,000 tested, 0.3% active; AID 800; in the data active = inhibition above about 40%;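 also: 0% = enzyme with no compound and 100% = blank without enzyme; many of its hits are not listed in these tables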
FXIa inh = factor XIa (human) inhibition. P03951. purified FXIa, Boc-Glu-Ala-Arg-AMC fluorogenic substrate. inhibition, % at 5 µM. 220,000 tested, 0.14% active;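 active = inhibition of at least 40%; inactive = inhibition below 40%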;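 also: fluorescence of freed AMC excited at 355 nm; 0% = enzyme without compound and 100% = no enzyme blank; many of its hits are not listed in these tables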
Target sequence (P03951 19-387 limits assumed): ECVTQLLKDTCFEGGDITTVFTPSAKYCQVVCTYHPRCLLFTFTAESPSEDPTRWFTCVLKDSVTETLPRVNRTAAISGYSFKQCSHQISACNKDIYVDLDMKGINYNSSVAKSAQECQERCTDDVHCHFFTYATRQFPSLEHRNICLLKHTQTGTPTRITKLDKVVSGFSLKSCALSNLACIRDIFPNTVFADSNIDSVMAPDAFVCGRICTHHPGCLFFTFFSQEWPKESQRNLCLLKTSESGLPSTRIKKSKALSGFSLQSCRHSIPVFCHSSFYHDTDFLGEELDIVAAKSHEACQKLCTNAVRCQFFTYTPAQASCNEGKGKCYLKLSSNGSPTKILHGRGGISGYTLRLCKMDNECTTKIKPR
Target sequence (P03951 388-625 limits assumed): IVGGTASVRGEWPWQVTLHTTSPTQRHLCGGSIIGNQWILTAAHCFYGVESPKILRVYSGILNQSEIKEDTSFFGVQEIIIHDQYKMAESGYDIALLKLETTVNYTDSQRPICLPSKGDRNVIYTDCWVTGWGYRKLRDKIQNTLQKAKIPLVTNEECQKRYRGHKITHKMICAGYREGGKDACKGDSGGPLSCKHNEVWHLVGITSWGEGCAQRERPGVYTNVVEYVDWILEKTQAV
Furin inh = inhibitors of human furin; P09958; purified furin, fluorogenic substrate cleavage; inhibition, % at 30 µM; 220,000 tested, 0.061% active; AID 463115; in the data active = inhibition above about 25%; also: inactives centre near -15
KCC2 mod = modulators of human KCC2 chloride dependent transport | KCC2 cells, thallium flux FluoZin-2 fluorescence | B-score of Tl+ flux slope (higher = more flux/activation; lower = inhibition) at 10 µM | 190,000 tested, 2.2% active | AID 1456;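 active = thallium flux slope and its plate-corrected score both differing from the plate sample mean at a set confidence after two filtering rounds, in either direction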;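 also: slope of fluorescence scaled to starting intensity during 10 to 20 s after thallium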
Active calls of the source: *; . = no result given; [ ] = remark or other dose. These rows are one share of the data. The share of hits here may be higher or lower than overall.

SMILES	hK5 inh	Rad51 HR inh	thrombin 1536	PERK inhibitor	Calpain2 inh	FXIIa inh 1536	FXIa inh	Furin inh	KCC2 mod
CN(C)C(=O)NCc1ccc(S(N)(=O)=O)cc1	-7	4	-3	0.9	7	-4	3	-7[20 µM]	0.73
COc1ccc(Cl)cc1NC(=O)C(C)NC(c1ccccc1)c1ccccc1 (stereo not drawn)	-9	-4	-11	0.3	-6	12	3	-20	0.036
CCOc1ccccc1NC(=O)CN(c1cc(C)cc(C)c1)S(=O)(=O)c1c(C)noc1C	-3	-16	-7	1.0	-16	16	-8	-10	-0.4
Cn1c(Cn2c(=O)sc3ccccc32)nnc1SCc1ccccc1F	-10	0	-8	0.0	7	9	-3	-28	0.19
COc1ccc(C)cc1NC(=O)CN1CCN(S(=O)(=O)c2ccc(C(C)C)cc2)CC1	-18	-5	-1	0.1	-49	8	2	-19[20 µM]	-0.16
CCOC(=O)c1ccc(COC(=O)c2nonc2N)cc1	-2	.	7	-0.1	-5	14	-3	-20	-1.8
COc1ccc(CNc2cccc(F)c2)cc1Br	5	-5	4	0.5	-25	7	5	-20[20 µM]	0.042
COc1ccc(Nc2nc3ccccc3nc2-n2nc(C)cc2C)cc1	-12	-6	0	0.0	-18	13	4	-5[20 µM]	0.013
Cc1cc(Br)c2c(c1)C(O)(N1CCCCC1C)C(=O)N2 (stereo not drawn)	-3	.	1	-0.1	15	10	5	-17	0.87
CC(=O)N(C)C1=C(N2CCOCC2)C(=O)c2ccccc2C1=O	-2	6	-4	1.0	7	15	5	-10[20 µM]	.
CC(C)Nc1nc(NC(C)C)nc(N(C#N)CCOc2ccc(Cl)cc2Cl)n1	-7	2	-1	-0.5	8	12	3	-15[20 µM]	.
O=C(CN1C(=O)c2cccc3cccc1c23)NCc1ccccn1	-1	-7	-2	-0.1	-86	28	5	-8[20 µM]	-0.8

Arranged by length of the SMILES (highest first): part of the list above
SMILES	hK5 inh	Rad51 HR inh	thrombin 1536	PERK inhibitor	Calpain2 inh	FXIIa inh 1536	FXIa inh	Furin inh	KCC2 mod
COc1ccc(Nc2nc3ccccc3nc2-n2nc(C)cc2C)cc1	-12	-6	0	0.0	-18	13	4	-5[20 µM]	0.013
CN(C)C(=O)NCc1ccc(S(N)(=O)=O)cc1	-7	4	-3	0.9	7	-4	3	-7[20 µM]	0.73
COc1ccc(CNc2cccc(F)c2)cc1Br	5	-5	4	0.5	-25	7	5	-20[20 µM]	0.042

Following part.
SMILES	hK5 inh	Rad51 HR inh	thrombin 1536	PERK inhibitor	Calpain2 inh	FXIIa inh 1536	FXIa inh	Furin inh	KCC2 mod
CCN(CCCc1ccccc1)CCCc1ccccc1	-21	-2	4	-0.4	-13	10	6	-22	-0.45
O=c1ccn(Cc2ccccc2)cc1	4	2	7	.	-13	9	3	-29	0.29
Cc1ccc(NC2=C(Cl)C(=O)OC2OC(=O)c2ccco2)cc1C (stereo not drawn)	-6	7	-1	1.0	6	4	8	-9	-0.0051
CC(NC(=O)Nc1ccccc1)C(c1ccccc1)N1CCOCC1 (stereo not drawn)	-23	1	-15	0.8	-5	-2	-5	-9	1.2
CC(=O)C1=C(C)NC(=O)NC1c1ccc(Cl)cc1 (stereo not drawn)	-11	3	-3	0.2	-17	3	-2	-26	.
CC(/C=C1\N=C(SCc2ccccc2Cl)SC1=O)=C\c1ccccc1	4	1	-1	0.5	-49	15	2	-14[20 µM]	-0.88
CCOc1ccc(NC(=O)N2CCN(CC)CC2)cc1	1	4	-1	1.8	-9	-7	-6	-25[20 µM]	0.85
N#CCOC(=O)c1sccc1-n1cccc1	-4	-6	-2	0.4	0	12	17	-19	1.6
Cn1nnc(NC(=O)c2ccccc2)n1	-11	-1	0	1.1	4	12	6	-14[20 µM]	0.022
CCn1cc(C(=O)NCc2ccco2)c(=O)c2cc(S(=O)(=O)N3CCC(C)CC3)ccc21	-3	8	8	-1.0	-16	23	3	-15	0.79
CC(=O)c1sc(N)c(C(=O)OC(C)C)c1C	7	-4	0	0.4	16	13	-2	2[20 µM]	-0.77
Cc1ccc(-c2cc(C(F)F)nc(NCc3cccnc3)n2)cc1	-2	1	-4	-0.9	-186	1	-9	-20[20 µM]	-1.1

Looked up above:
CC(=O)c1sc(N)c(C(=O)OC(C)C)c1C | FXIa inh: -2
CC(/C=C1\N=C(SCc2ccccc2Cl)SC1=O)=C\c1ccccc1 | KCC2 mod: -0.88
CC(=O)C1=C(C)NC(=O)NC1c1ccc(Cl)cc1 (stereo not drawn) | FXIa inh: -2

More structures follow.
SMILES	hK5 inh	Rad51 HR inh	thrombin 1536	PERK inhibitor	Calpain2 inh	FXIIa inh 1536	FXIa inh	Furin inh	KCC2 mod
CC(C)C(=O)NC(NC(=S)Nc1ccc(S(N)(=O)=O)cc1)C(Cl)(Cl)Cl (stereo not drawn)	-17	6	-7	0.8	13	15	10	-9	-0.036
COc1ccccc1/C=C/C=N/n1c(-c2ccc(Cl)cc2Cl)n[nH]c1=S	-3	-5	-4	1.0	8	8	8	-3	11*
Cc1n[nH]c(=S)n1/N=C/c1cccc(OCc2ccccc2)c1	0	-1	-4	0.9	32	6	0	-15	16*
O=[N+]([O-])c1ccc(OCCN2CCNCC2)cc1	0	2	2	-0.1	22	6	-5	-10	1.1
COc1ccc(CCN2CC(C(=O)NCc3ccco3)CC2=O)cc1OC (stereo not drawn)	-32	-2	-8	0.3	-92	-4	3	-9[20 µM]	-0.025
c1ccc(CNC2=NCCCCC2)cc1	-14	-7	3	2.5	7	-1	1	-24	0.33
Cc1cccc(NC2=CC(=O)CC(C)(C)C2)c1C	6	5	-4	0.3	5	9	2	-22	-0.0055
CN(C1CCS(=O)(=O)C1)S(=O)C12CC3CC(CC(C3)C1)C2 (stereo not drawn)	4	-6	0	0.0	6	14	3	2[20 µM]	0.26
Cc1ccc(S(=O)(=O)Nc2cccc3ncccc23)cc1	-1	.	-6	0.6	-8	8	-2	-17	0.63
COC(=O)c1ccc2c(=O)n(-c3ccccc3F)c(=S)[nH]c2c1	-5	0	-10	0.8	-24	1	-1	-24	5.6*
COc1ccc(CC(=O)OCc2nnc(C3COc4ccccc4O3)o2)cc1OC (stereo not drawn)	-1	10	1	0.2	-18	18	11	-13[20 µM]	-0.026
Cc1cc(C)n(-c2ccccc2C#N)n1	-3	1	-2	0.8	-37	8	4	0	0.067
CC(=O)Nc1ccc(Sc2ccccc2C(=O)O)c(C(=O)O)c1	0	20	1	-0.3	-16	9	3	-17	.
CCOC(=O)c1cc(-c2ccccc2)sc1N	-2	.	0	0.3	10	10	3	-16[20 µM]	1.5
Cc1ccc(C2(CCNCc3ccc(N(C)C)cc3)CCOC(C(C)C)C2)cc1 (stereo not drawn)	-16	9	4	0.2	-16	1	-2	-28	0.56
Cc1ccc(CN2C(=O)CCC2C(=O)NCc2ccc3c(c2)OCO3)cc1 (stereo not drawn)	9	1	-1	0.7	8	7	-20	-20	.
C=CCn1c(N)c(C(=O)Nc2ccccc2)c2nc3ccccc3nc21	-8	-12	0	-0.2	-160	14	1	-6	-0.32
COc1ccc2c(c1)nc(NCCO)n2C	-11	16	2	0.6	-16	18	6	-7	-0.11
CCCOc1cccc(C2/C(=C(/O)c3ccccc3)C(=O)C(=O)N2CCN(C)C)c1 (stereo not drawn)	-28	.	-13	1.8	14	8	-10	-17[20 µM]	0.94
Cc1ccc(C(CCN)c2ccco2)cc1 (stereo not drawn)	-8	.	0	1.3	7	7	4	-18[20 µM]	-0.023
CCN(CCO)c1ncnc2c1sc1nc(CC(C)C)c3c(c12)CC(C)(C)OC3	2	4	-16	0.0	-138	-8	2	-10[20 µM]	-2
CCOC(=O)CN(C(=O)c1ccccc1)c1ccccc1C	-3	-1	-8	0.4	17	-3	-6	-19[20 µM]	-0.22
CCOC(=O)N1CCN(S(=O)(=O)c2cccs2)CC1	8	4	-7	1.1	0	-4	-7	-20[20 µM]	0.32
Cc1ccc(Nc2nc(NCCCN3CCOCC3)nc(N)c2[N+](=O)[O-])cc1C	7	5	9	-0.9	4	11	8	5	-0.74

Brought forward from above: 4 compounds, followed by the next part.
SMILES	hK5 inh	Rad51 HR inh	thrombin 1536	PERK inhibitor	Calpain2 inh	FXIIa inh 1536	FXIa inh	Furin inh	KCC2 mod
CCN(CCO)c1ncnc2c1sc1nc(CC(C)C)c3c(c12)CC(C)(C)OC3	2	4	-16	0.0	-138	-8	2	-10[20 µM]	-2
CCOC(=O)CN(C(=O)c1ccccc1)c1ccccc1C	-3	-1	-8	0.4	17	-3	-6	-19[20 µM]	-0.22
CCOC(=O)N1CCN(S(=O)(=O)c2cccs2)CC1	8	4	-7	1.1	0	-4	-7	-20[20 µM]	0.32
Cc1ccc(Nc2nc(NCCCN3CCOCC3)nc(N)c2[N+](=O)[O-])cc1C	7	5	9	-0.9	4	11	8	5	-0.74
CS(=O)(=O)Nc1ccc(C(=O)NC2CCCC2)cc1	-7	-16	1	0.9	-4	18	7	-16[20 µM]	0.72
CCCN1CNC(=S)N(c2ccc(C)cc2C)C1	-8	17	-7	1.2	8	5	2	-28	-0.42
COC(=O)CC(N)c1ccc(OC)c2ccccc12 (stereo not drawn)	0	7	-1	-0.3	-41	18	4	-12[20 µM]	0.94
CCc1ccc(C(=O)Nc2cccnc2Oc2ccc(Cl)cc2)cc1	0	-12	0	-1.3	26	7	3	-3	-2.6
COc1ccc(C2C(C#N)=C(C)NC(C)=C2C#N)c(OC)c1	3	.	0	-0.5	-24	11	4	-15	.
COc1ccc(/C=C/C(=O)Nc2ccc(C)cc2)cc1S(=O)(=O)N1CCOCC1	2	.	-1	0.7	-19	7	1	-31	0.75
Cc1c(Br)cc(C(=O)NCCCN2CCOCC2)c(C)c1C	-26	4	-3	-0.1	-20	2	-2	-19	.
